Screening data deposited in PubChem by Southern Research Specialized Biocontainment Screening Center.
Salmonella PhoP GFP – Inhibition of PhoP regulon, Salmonella typhi GFP reporter cells, confirmation, 4 h (AID 1850). inhibition, % at 50 µM, or IC50 in µM where a hit was titrated. actives 0.33% (n = 310,000). Salmonella Typhi PhoP-promoter GFP reporter, fluorescence, 4 h; higher % means a stronger effect; in the data active = a potency from the dose series; inconclusive = inhibition mostly from about 25% at the one dose, without a potency; inactive = the rest, 99 in 100 with inhibition below about 19%;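 note: 0% = induced wells with vehicle and 100% = uninduced wells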
influenza NS1A – H1N1 influenza NS1A inhibitors, functional cell based assay (AID 504329). NS1A functional cell-based assay, percent inhibition; higher % means a stronger effect. inhibition, % at 12.5 µM; hits with a dose series show IC50 in µM. actives 0.3% (n = 340,000); in the data active = a potency from the dose series; inconclusive = inhibition above about 27% without an active follow-up result; note: strong numbers were not always called active
VEEV TC-83 Vero – inhibitors of VEEV TC-83 cytopathic effect, confirmation, Vero cells (AID 588727). Vero cells, VEEV TC-83 cytopathic effect inhibition; higher % means a stronger effect. inhibition, % at 20 µM, or IC50 in µM where a hit was titrated. actives 0.13% (n = 350,000); in the data active = a potency from the dose series; inconclusive = inhibition mostly from about 14% at the one dose, without a potency; inactive = the rest, 99 in 100 with inhibition below about 12%; note: strong numbers were not always called active
M. tuberculosis HTS – M. tuberculosis growth inhibition, HTS (AID 449762); M. tuberculosis H37Rv growth inhibition, 7H9 media; higher % means a stronger effect; inhibition, % at 25 µM; hits with a dose series show IC50 in µM; actives 0.59% (n = 330,000); in the data active = a potency from the dose series; inconclusive = inhibition above about 70% without an active follow-up result;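 note: bacterial growth assessed after seven days of incubation; strong numbers were not always called active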
M. tuberculosis – growth inhibition of non-replicating M. tuberculosis (AID 488890). Mycobacterium tuberculosis non-replicating, growth inhibition; higher % means a stronger effect. inhibition, % at 25 µM; hits with a dose series show IC50 in µM. actives 0.39% (n = 320,000); in the data active = a potency from the dose series; inconclusive = inhibition mostly from about 82% at the one dose, without a potency; inactive = the rest, 99 in 100 with inhibition below about 76%;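 note: plate controls were DMSO cells for no effect and high antibiotic wells for full effect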
VEEV TC-83 Vero 10K pilot screen – also measured in VEEV TC-83 Vero; calls as there; inhibition, %; measured here: 10K pilot screen inhibition
An asterisk follows results filed as active; & = joins results of further samples.

CCCOc1ccc(C2C(C(=O)/C=C/c3ccco3)=C(O)C(=O)N2CCN2CCOCC2)cc1OC (stereo unspecified) was read as Salmonella PhoP GFP 11%, influenza NS1A 3%, VEEV TC-83 Vero 0.2%, M. tuberculosis HTS 0% and M. tuberculosis -5%.
For Cc1nnc(N/N=C/C(C)c2ccccc2)[nH]c1=O (stereo unspecified) the results were Salmonella PhoP GFP 14%, influenza NS1A -4%, VEEV TC-83 Vero inactive, M. tuberculosis HTS -1% and M. tuberculosis -10%.
For O=C(N1CCOCC1)N1CCN(C(c2ccccc2)c2ccccc2)CC1 the results were Salmonella PhoP GFP 4%, influenza NS1A 2%, VEEV TC-83 Vero 0.8%, M. tuberculosis HTS 1% and M. tuberculosis 2%.
`Cc1onc(-c2c(F)cccc2Cl)c1C(=O)NNC(=O)C1CCN(Cc2cccc(F)c2)CC1` gave Salmonella PhoP GFP 3%, influenza NS1A -6%, VEEV TC-83 Vero 0.6%, M. tuberculosis HTS 0% and M. tuberculosis -7%.
For O=C(NN1C(=O)NC2(CCCCC2)C1=O)c1ccc(Cl)c(Cl)c1 the results were influenza NS1A 5%, VEEV TC-83 Vero 3.0%, M. tuberculosis HTS 3% and M. tuberculosis -38%.
Screening CCCCNS(=O)(=O)c1ccc(NC(=O)c2c(-c3ccccc3Cl)noc2C)cc1 returned Salmonella PhoP GFP -4%, influenza NS1A -5%, VEEV TC-83 Vero 0.6%, M. tuberculosis HTS -1% and M. tuberculosis 17%.
For N/C(COc1ccc(F)cc1)=N\NC(=O)c1cccnc1Oc1ccccc1 the results were Salmonella PhoP GFP -4%, influenza NS1A -11%, VEEV TC-83 Vero 0.5%, M. tuberculosis HTS 2% and M. tuberculosis 9%.
For O=C1CCCC(O)=C1N=Nc1c(Cl)cc(Cl)cc1Cl the results were Salmonella PhoP GFP -6%, influenza NS1A -3%, VEEV TC-83 Vero 2.2%, M. tuberculosis HTS 5% and M. tuberculosis 29%.
`COc1ccc(C2=Nc3ccccc3OC2)cc1` gave Salmonella PhoP GFP 5%, influenza NS1A 5%, VEEV TC-83 Vero inactive, M. tuberculosis HTS inconclusive and M. tuberculosis 5.2µM*.
For COC(=O)C1=C(C)NC(=O)NC1c1ccc(-c2ccc(Cl)cc2)o1 (stereo unspecified) the results were Salmonella PhoP GFP -4%, influenza NS1A 1%, VEEV TC-83 Vero 1.8%, M. tuberculosis HTS 6% and M. tuberculosis 27%.
Screening COC(=O)C1=C(c2cccc(C#N)c2)C[C@@H]2CC[C@H]1N2C(=O)NCc1ccco1 returned influenza NS1A -7%, VEEV TC-83 Vero inactive, M. tuberculosis HTS -5%, M. tuberculosis -3% and VEEV TC-83 Vero 10K pilot screen 0.0.
`COc1ccc(OC)c(NC(=O)CS(=O)(=O)c2cn(CC(=O)N3CCOCC3)c3ccccc23)c1` gave Salmonella PhoP GFP -2%, influenza NS1A -11%, VEEV TC-83 Vero 0.9%, M. tuberculosis HTS -14% and M. tuberculosis 9%.
Screening COc1ccc(OC)c(C2CC(c3ccc(NS(C)(=O)=O)cc3)=NN2C(=O)c2ccccc2)c1 (stereo unspecified) returned Salmonella PhoP GFP -1%, influenza NS1A 9%, VEEV TC-83 Vero 0.8%, M. tuberculosis HTS -10% and M. tuberculosis 20%.
Screening O/N=C(\COc1ccccc1O)c1ccccc1 returned Salmonella PhoP GFP 2%, influenza NS1A -6%, VEEV TC-83 Vero 2.6%, M. tuberculosis HTS 7% and M. tuberculosis -1%.
`CCOC(=O)C1=C(O)C(=O)C(C(=O)OCC)C1` (stereo unspecified) gave influenza NS1A -19% and VEEV TC-83 Vero 3.5%.
For CCc1cc2ccc(OC)cc2nc1SCC(=O)NNC(=O)c1ccco1 the results were Salmonella PhoP GFP -6%, influenza NS1A -2%, VEEV TC-83 Vero 9.2%, M. tuberculosis HTS -2% and M. tuberculosis 11%.
Screening COc1ccc(CNC(=O)CN2c3ccccc3S(=O)(=O)c3ccccc32)cc1 returned Salmonella PhoP GFP -3%, influenza NS1A 2%, VEEV TC-83 Vero 0.0%, M. tuberculosis HTS 5% and M. tuberculosis 5%.
`CC(=O)Nc1ccc(SCCC2CCCCN2C)cc1` (stereo unspecified) gave Salmonella PhoP GFP -6%, influenza NS1A -3%, VEEV TC-83 Vero inactive, M. tuberculosis HTS -4% and M. tuberculosis -6%.
For CCCCCCCN1C(Nc2ccccc2)=NC[C@@H]1C the results were Salmonella PhoP GFP 2%, influenza NS1A 12%, VEEV TC-83 Vero inactive, M. tuberculosis HTS -4% and M. tuberculosis 35%.
For O=C(NNc1cc(Cl)ccc1Cl)c1c(F)cccc1Cl the results were Salmonella PhoP GFP 6%, influenza NS1A 7%, VEEV TC-83 Vero 1.4%, M. tuberculosis HTS inconclusive and M. tuberculosis -6%.
Screening COc1ccc(N2CCN(CC(=O)N3N=CCC3c3ccccc3)CC2)cc1 (stereo unspecified) returned Salmonella PhoP GFP -1%, influenza NS1A -2%, VEEV TC-83 Vero inactive, M. tuberculosis HTS 3% and M. tuberculosis -1%.
COc1ccc(OCCCn2ccnc2)cc1 was read as Salmonella PhoP GFP -3%, influenza NS1A -3%, VEEV TC-83 Vero 0.9%, M. tuberculosis HTS 9% and M. tuberculosis -3%.
Screening Cc1cc(C)n2nc(SCC(=O)c3cc(C)n(CC4CCCO4)c3C)nc2n1 (stereo unspecified) returned Salmonella PhoP GFP -5%, influenza NS1A 4%, VEEV TC-83 Vero 0.2%, M. tuberculosis HTS -4% and M. tuberculosis 18%.
COc1ccc(-c2c([C@H]3[C@H]4C=CC[C@@H](C)[C@@H]4C(=O)N3Cc3ccccc3)ccc3ccccc23)cc1 was read as Salmonella PhoP GFP -6%, influenza NS1A -5%, VEEV TC-83 Vero 1.6%, M. tuberculosis HTS 6% and M. tuberculosis 20%.

A draw from above in order of formula weight, smallest number first.
Screening O/N=C(\COc1ccccc1O)c1ccccc1 returned Salmonella PhoP GFP 2%, influenza NS1A -6%, VEEV TC-83 Vero 2.6%, M. tuberculosis HTS 7% and M. tuberculosis -1%.
Screening Cc1cc(C)n2nc(SCC(=O)c3cc(C)n(CC4CCCO4)c3C)nc2n1 (stereo unspecified) returned Salmonella PhoP GFP -5%, influenza NS1A 4%, VEEV TC-83 Vero 0.2%, M. tuberculosis HTS -4% and M. tuberculosis 18%.
Screening COc1ccc(CNC(=O)CN2c3ccccc3S(=O)(=O)c3ccccc32)cc1 returned Salmonella PhoP GFP -3%, influenza NS1A 2%, VEEV TC-83 Vero 0.0%, M. tuberculosis HTS 5% and M. tuberculosis 5%.
COc1ccc(-c2c([C@H]3[C@H]4C=CC[C@@H](C)[C@@H]4C(=O)N3Cc3ccccc3)ccc3ccccc23)cc1 was read as Salmonella PhoP GFP -6%, influenza NS1A -5%, VEEV TC-83 Vero 1.6%, M. tuberculosis HTS 6% and M. tuberculosis 20%.

Additional structures
`O=C(Nc1cccc(Cl)c1)c1cc(N=Nc2ccc([N+](=O)[O-])cc2Cl)ccc1O` gave Salmonella PhoP GFP 7%, influenza NS1A 22µM*, VEEV TC-83 Vero inconclusive, M. tuberculosis HTS 13% and M. tuberculosis inconclusive.
Screening COc1cc(Cl)c(CN2CCCC(CO)(Cc3ccccc3F)C2)cc1OC (stereo unspecified) returned Salmonella PhoP GFP 1%, influenza NS1A -12%, VEEV TC-83 Vero inactive, M. tuberculosis HTS 7% and M. tuberculosis -5%.
For Cc1ccc(Cn2c(=O)c3c(nc4n3CCN4Cc3ccco3)n(C)c2=O)cc1 the results were Salmonella PhoP GFP 2%, influenza NS1A 0%, VEEV TC-83 Vero 8.1%, M. tuberculosis HTS -1% and M. tuberculosis 27%.
For CCCCCCOC(=O)C1=C(C)NC(=O)NC1c1ccc(O)cc1 (stereo unspecified) the results were Salmonella PhoP GFP 0%, influenza NS1A 4%, VEEV TC-83 Vero 2.5%, M. tuberculosis HTS -2% and M. tuberculosis 16%.
Screening CNC(=O)C1CCN(S(=O)(=O)c2c(C)noc2/C=C/c2cccc(C)c2)CC1 returned Salmonella PhoP GFP -5%, influenza NS1A -2%, VEEV TC-83 Vero 1.0%, M. tuberculosis HTS 4% and M. tuberculosis -4%.
CCCCC(=O)NC(c1ccccc1Cl)c1c(O)ccc2ccccc12 (stereo unspecified) was read as Salmonella PhoP GFP -2%, influenza NS1A -8%, VEEV TC-83 Vero 2.2%, M. tuberculosis HTS -1% and M. tuberculosis 6%.
`N#Cc1ccc(-n2nnc3ccccc3c2=O)c([N+](=O)[O-])c1` gave Salmonella PhoP GFP 0%, influenza NS1A -3%, VEEV TC-83 Vero inactive, M. tuberculosis HTS 0% and M. tuberculosis 12%.
For O=C(O)CC(NC(=O)Cc1ccccc1)c1cc([N+](=O)[O-])ccc1Cl (stereo unspecified) the results were Salmonella PhoP GFP -10%, VEEV TC-83 Vero 1.4%, M. tuberculosis HTS -4% and M. tuberculosis -20%.
O=C(NCCc1ccc(Cl)cc1Cl)c1cccnc1 was read as Salmonella PhoP GFP -2%, influenza NS1A -4%, VEEV TC-83 Vero 0.9%, M. tuberculosis HTS -3% and M. tuberculosis -3%.
`O=C(NCc1ccco1)c1cc2n(n1)C(C(F)(F)F)CC(c1ccc(F)cc1)N2` (stereo unspecified) gave Salmonella PhoP GFP -13%&-4%, influenza NS1A -2%, VEEV TC-83 Vero inactive, M. tuberculosis HTS 46% and M. tuberculosis -20%.
`Cc1ccccc1OCc1nc2ccccc2c(=O)n1/N=C/c1cccc([N+](=O)[O-])c1` gave Salmonella PhoP GFP 7%, influenza NS1A -15%, VEEV TC-83 Vero 1.2%, M. tuberculosis HTS 6% and M. tuberculosis -5%.
For Cc1ccc(/C=C2\CCC(C3CCCC3)C2=O)cc1 (stereo unspecified) the results were Salmonella PhoP GFP -4%, influenza NS1A -11%, VEEV TC-83 Vero 0.3%, M. tuberculosis HTS 3%, M. tuberculosis 67% and VEEV TC-83 Vero 10K pilot screen 0.3.
For S=c1[nH]nc(Cc2cccc3ccccc23)n1-c1ccccc1 the results were Salmonella PhoP GFP -13%, influenza NS1A 1%, VEEV TC-83 Vero inactive, M. tuberculosis HTS -6% and M. tuberculosis -18%.
Screening CCOC(=O)c1ccccc1NC(=O)C1CC(=O)N(C2CCCCC2)C1 (stereo unspecified) returned Salmonella PhoP GFP 0%, influenza NS1A -4%, VEEV TC-83 Vero 2.2%, M. tuberculosis HTS -1% and M. tuberculosis 8%.
`N#CC1(c2ccccc2)CCCN1C(=O)c1ccccc1Br` (stereo unspecified) gave Salmonella PhoP GFP -3%, influenza NS1A 1%, VEEV TC-83 Vero inactive, M. tuberculosis HTS -3% and M. tuberculosis -5%.
O=C(CSc1ccc([N+](=O)[O-])cc1)Nc1cccc(S(=O)(=O)N2CCOCC2)c1 was read as influenza NS1A -10%, VEEV TC-83 Vero inactive, M. tuberculosis HTS 8% and M. tuberculosis 44%.
CCOc1cc(CNc2ccccc2)cc(Br)c1OCc1ccc(F)cc1 was read as Salmonella PhoP GFP 4%, influenza NS1A 0%, VEEV TC-83 Vero 3.6%, M. tuberculosis HTS 14% and M. tuberculosis 11%.
`Cn1c(=O)n(C)c2cc(S(=O)(=O)NCCc3ccccc3)ccc21` gave Salmonella PhoP GFP 0%, influenza NS1A -5%, VEEV TC-83 Vero 0.9%, M. tuberculosis HTS -2% and M. tuberculosis 19%.
Cc1cc(C)c(C)c(S(=O)(=O)N2CCN(CC(=O)NC(=O)NCc3ccccc3)CC2)c1C was read as Salmonella PhoP GFP -10%, influenza NS1A -10%, VEEV TC-83 Vero 1.8%, M. tuberculosis HTS -2% and M. tuberculosis -11%.
Screening CCC(=O)c1ccc(N2CCN(C(=O)c3ccccc3Br)CC2)c(F)c1 returned Salmonella PhoP GFP 10%, influenza NS1A -2%, VEEV TC-83 Vero inactive, M. tuberculosis HTS 11% and M. tuberculosis 33%.
O=C(N/N=C1\CC(c2ccccc2)Oc2ccccc21)c1ccccn1 (stereo unspecified) was read as Salmonella PhoP GFP -2%, influenza NS1A -2%, VEEV TC-83 Vero 0.7%, M. tuberculosis HTS 2% and M. tuberculosis 14%.
Screening N#Cc1ccc2c(c1)NC(=O)C1CCCN21 (stereo unspecified) returned Salmonella PhoP GFP 2%, influenza NS1A -4%, VEEV TC-83 Vero 0.7%, M. tuberculosis HTS 0% and M. tuberculosis 24%.
For CCOC(=O)C1=C(C)Nc2ccccc2N/C1=N\S(=O)(=O)c1ccccc1 the results were influenza NS1A -3% and VEEV TC-83 Vero 9.7%.
CCc1nc(NC(C)C)c2oc3ccccc3c2n1 was read as Salmonella PhoP GFP 2%, influenza NS1A -13%, VEEV TC-83 Vero 12%, M. tuberculosis HTS -2% and M. tuberculosis 8%.
